# BRCA1 expr up: activators of BRCA1 expression; Potency, µM (top dose mostly 46.1 µM), for inactives: top-dose activation, usual class: activators; 380,000 compounds, 1.1% hits; MCF7-BRCA1-FFLuc reporter, luminescence, 48 h; response scale: scaled: vehicle 0%, 10 µM genistein 100%; also: nearly all actives have a fitted effect of over 80% in size; some results filed as inactive show a strong effect at the top dose
#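 Compounds are tested at multiple concentrations on MCF7 BRCA1-luciferase reporter cells seeded at 2000 per well; after 48 h, a single luminescence end-point is taken and curves fitted to the normalized data.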
# Integrin act MD: activators of alpha7 integrin expression for muscular dystrophy; 350,000 compounds, 0.064% hits; Potency, µM (series often up to 38.3 µM), without a hit: at the top dose activation, usual class: activators; AID 624291; alpha7betagal myoblasts, beta-gal FDG fluorescence, 48 h;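 also: 100% = response of the positive control SU9516; nearly all actives have a fitted effect of over 60% in size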
#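 alpha7betagal+/- myoblasts (passage 13, 250/well) treated 48 h at 37C with compounds at 1:260 dilution of DMSO stock. Lysed, then beta-galactosidase activity read as FDG fluorescence (ex 480/em 540) after 30 min, with pre-read for autofluorescence.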
# * hit, by the source's call; [ ] = dose if it differs, or a comment. Calls follow the shape of the dose curve; as a rule, active = well fitted activation curve with a large enough effect; inconclusive = small, poorly fitted or top-dose-only effect; inactive = no such curve, though single readings can be large or run the other way. Potency is read from the fitted curve at half-maximal effect. This is a subset, so the mix of outcomes need not match the whole.
# Screens in order – BRCA1 expr up, Integrin act MD
C[C@H]1CN(Cc2ccccc2)C(=O)[C@@H]1CC(=O)Nc1ccccc1
 : 1%, 4%
Cc1ccc(CNC(=O)C2CCC(=O)N(Cc3cccc(F)c3)C2)s1 (stereo not given)
 : -11%, 17%
C[C@@H]1CN([C@@H](C)CO)S(=O)(=O)c2ccc(/C=C/c3ccccc3)cc2O[C@@H]1CN(C)Cc1ccc(C(=O)O)cc1
 : 4%, -13%
Cc1ccc(S(=O)(=O)N2C[C@@H](C)[C@]3(C2)[C@H](O)[C@H](OC(=O)NCc2ccccc2F)C[C@H]2C(=O)N(c4ccccc4)C(=O)[C@H]23)cc1
 : -26%, 4%
CCCCCCn1c(=O)n2n(c1=O)[C@@H]1CN(S(=O)(=O)c3ccc(C)cc3)C[C@]1(O)[C@@H](OC(=O)Nc1c(C)noc1C)C2
 : -6%, 11%
c1ccc2c(c1)COc1c3cc4c(cc3nn1-2)OCO4
 : 12%, 11%
N#Cc1ccsc1NC(=O)CSc1nnc(NC2CC2)s1
 : -21%, 9%
COc1ccc(-c2n[nH]nc2C2=CC(=O)CC(C)(C)C2)cc1
 : -14%, -17%
O=C(Nc1nccs1)c1cnc2sccn2c1=O
 : -25%, 10%
Cc1cc(C)c2c(=O)n3c(nc2c1)C(Cc1ccccc1)NC(=O)c1cc2ccccc2cc1-3 (stereo not given)
 : -4%, 17%
Cc1c(C)c2cc(Cl)c(OCC(=O)NCCCN3CCCC3=O)cc2oc1=O
 : 0%, -15%
CC(=O)N(C(C)=O)c1ccc(Oc2ccc(Oc3ccc(N(C(C)=O)C(C)=O)cc3)cc2)cc1
 : 44%, 19%
COc1ccc(NC2CCCN(C(=O)COc3ccc(C(C)=O)cc3)C2)cc1 (stereo not given)
 : -2%, 14%
CCCCN1C[C@H](c2ccc(Br)cc2)[C@@H](CC(=O)Nc2ccc(Br)cc2)C1=O
 : -16%, -6%
COc1ccc(C(=O)NCC2(c3ccc(OC)c(OC)c3)CCCC2)cc1OC
 : 1%, -18%
CC(=O)NC(c1ccc(N(C)C)cc1)c1cc(Cl)c2cccnc2c1O (stereo not given)
 : -78%, -33%
CCN(CC)C(=O)C(C)N1c2cccc3cccc(c23)S1(=O)=O (stereo not given)
 : 2%, 2%
O=c1c2ccc(F)cc2sn1-c1ccccc1
 : 26%, -47%
NC(=O)c1nc2c([nH]c1=O)CCCC2
 : 5%, 9%
O=C1C(=Cc2ccccc2[N+](=O)[O-])Cc2ccccc21
 : -93%[inhibitor], -28%
C[C@@H](NC(=O)c1ncn2c1c(=O)[nH]c1cccnc12)c1ccccc1
 : 0%, 21%
COc1ccc(C(=O)NCCCN2CCCC2=O)cc1S(=O)(=O)N1CCOCC1
 : -2%, 8%
COc1ccccc1C(=O)NC1CC2CCCC(C1)N2Cc1ccccc1 (stereo not given)
 : -10%, -15%
CN(CC(=O)Nc1ccc(F)cc1)C(=O)CN1C(=O)NC(CCc2ccccc2)C1=O (stereo not given)
 : 0%, 12%
Cc1nc2c(=O)[nH]n(C)c2nc1C
 : 1%, 1%
CCOc1ccccc1NC(=O)C(OC(=O)c1cnc(C)cn1)c1ccccc1 (stereo not given)
 : -3%, -1%
CCCCC(=O)NC(c1ccc(OC)cc1)c1ccc2cccnc2c1O (stereo not given)
 : -1%, -7%
CCc1ccc(/C=C2/SC(=S)N(CCCC(=O)Nc3cccc(C(=O)O)c3)C2=O)cc1
 : -72%, 1%
Cc1c(NC(=O)c2cc3ccccc3o2)cccc1-n1cnnn1
 : 12%, 3%
Cn1cc(CN2CCC(n3nccc3NC(=O)c3ccc4c(c3)OCO4)CC2)cn1
 : -12%, -9%
COc1cc(CNc2nc3ccccc3n2Cc2ccccc2)ccc1O
 : 0%, 21%
CCc1cc(-c2cnnn2Cc2ccccc2)ccc1-c1cn(CC(C)C)nn1
 : -62%, -23%
COc1cccc(CN(C)CCCn2cnc3c(OC)ncnc32)c1
 : -3%, 1%
Cc1c(CC(=O)N2CCC(O)CC2)c(=O)oc2cc3c(cc12)CCC1(CCCCC1)O3
 : 30%, -5%
Cc1ccc(NC(=O)c2sc3ncn(CC(=O)N4CCN(c5ccccn5)CC4)c(=O)c3c2C)cc1
 : -16%, -11%
C[C@H](CO)N1C[C@H](C)[C@H](CN(C)S(=O)(=O)c2cccs2)OCc2cnnn2CCCC1=O
 : -6%, -3%
Cc1ccc([C@H]2C[C@H](n3cc(C4CC4)nn3)[C@@H](O)CN2C(=O)c2cccs2)cc1
 : 18%, 19%
Cc1ccc(-c2nc3ccc(Br)cn3c2CC(C)(C)C)cc1
 : -19%, 17%
CC(C)Oc1ccc(S(=O)(=O)N2CCOCC2)cc1NC(=O)CSc1nnc(C2CC2)n1C
 : -6%, -29%
C[C@@H]1CN([C@H](C)CO)C(=O)c2cc(Br)cnc2O[C@H]1CN(C)C(=O)Cc1ccccc1
 : 12%, 19%
CC(C)Oc1ccc(S(=O)(=O)N2CCOCC2)cc1NC(=O)CSC(=S)N1CCCC1
 : -41%, -42%
O=C(O)c1ccc(CNC(=O)C2CCN(S(=O)(=O)c3cccs3)CC2)cc1
 : 3%, -12%
C[C@@H]1CN([C@@H](C)CO)C(=O)CCCn2nncc2CO[C@H]1CN(C)Cc1ccc(-c2ccccc2)cc1
 : -18%, -15%
CS(=O)(=O)c1cc(C(=O)O)cc(NCc2ccccc2)c1Oc1ccccc1
 : 9%, -5%
C#CCN(C[C@@H]1[C@@H](OC(=O)NCCCCCC)[C@@H](OC(=O)NCCCCCC)Cn2c(=O)ccc(=O)n21)S(=O)(=O)c1ccc(C)cc1
 : -89%[inhibitor], -64%[inhibitor]
CCCCN1C(=O)C(CC(=O)NC2CCCCC2)CC(C(=O)N(C(C)C)C(C)C)=C1C (stereo not given)
 : 20%, -20%
CCN(CC)C(=O)C1=C(C)N(Cc2ccc(C(C)(C)C)cc2)C(=O)C(CC(=O)NCc2ccco2)C1 (stereo not given)
 : -13%, -19%
COc1ccc(NC(=O)N(C)C[C@H]2Oc3ncc(C#C[C@@H](C)O)cc3C(=O)N([C@H](C)CO)C[C@H]2C)cc1
 : -5%, 0%
CC(C)(C)S(=O)(=O)N1C[C@H]2CC/C=C\C/C=C\2[C@@H]1CCO
 : 5%, -12%
C#CCN(C[C@H]1[C@H](OC(=O)NCc2ccc(OC)c(OC)c2)[C@H](OC(=O)NCc2ccc(OC)c(OC)c2)C[C@@H](C(=O)OC)[C@H]1C(=O)OC)S(=O)(=O)c1ccc(C)cc1
 : -6%, 7%
CC(C)NC(=O)N(C)C[C@H]1Oc2ncc(Br)cc2C(=O)N([C@H](C)CO)C[C@@H]1C
 : 3%, 4%
O=C(CSc1nc2[nH]ncc2c(=O)[nH]1)Nc1cc(C(F)(F)F)ccc1Cl
 : 1%, -1%
Nc1ccn([C@@H]2O[C@H](CNC(=O)[C@@H](Cc3cccnc3)NC=O)[C@@H](O)[C@H]2O)c(=O)n1
 : 6%, 5%
COc1ccc(NC(=O)C[C@H]2C(=O)N(c3ccc(Br)cc3)C[C@@H]2C)cc1
 : -3%, 0%
COc1ccc(CCNS(=O)(=O)c2ccc3c(c2)CC(C)N3C(=O)C2CC2)cc1OC (stereo not given)
 : 3%, 13%
C[C@@H]1CN([C@H](C)CO)C(=O)CCCn2nncc2CO[C@H]1CN(C)Cc1cccc(C(F)(F)F)c1
 : 8%, 13%
COc1cccc(-c2n[nH]nc2C2=CC(=O)CC(C)(C)C2)c1
 : 5%, 4%
O=S1(=O)CCN(C2CCCCCCC2)CC1
 : 12%, 1%
COc1ccc2cc(/C(C)=N/NC(=O)c3cc(C)oc3C)ccc2c1
 : 1%, -1%
c1ccc2c(c1)nnn2Cn1nnc2ccccc21
 : 36%, -19%

# Going on with the list:
# Screens in order – BRCA1 expr up, Integrin act MD
Cc1nc(SCC(=O)Nc2sccc2C(N)=O)c2c(C)c(C)sc2n1
 : -33%, -4%
O=C(O)C=Cc1c[nH]c2nccnc12
 : 6%, -3%
Cc1ccnc(NCc2cc(Cl)cc(Cl)c2O)c1
 : -9%, -20%
C[C@H](O)CNC(=O)c1[nH]cnc1C(=O)Nc1cccc(Cl)c1
 : -13%, -3%
CN(C(=O)COC(=O)Cc1ccc(Br)cc1)c1c(N)n(Cc2ccccc2)c(=O)[nH]c1=O
 : -5%, -1%
COc1cc(S(=O)(=O)n2ccc(C)n2)c(C)cc1C
 : 6%, -12%
Nc1ccccc1SC(CC(=O)c1ccccc1)c1ccc([N+](=O)[O-])cc1 (stereo not given)
 : -54%, 11%
COC(=O)C1(C(=O)OC)C2C(=O)C3C(C21)C3(C(=O)OC(C)(C)C)C(=O)OC(C)(C)C (stereo not given)
 : -16%, 15%
C[C@@H]1CN([C@H](C)CO)C(=O)CCCn2nncc2CO[C@H]1CN(C)C(=O)c1ccc2ccn(C)c2c1
 : -4%, 12%
CN1C(=O)[C@H]2[C@@H](c3ccc(C(F)(F)F)cc3)N[C@]3(CCCN(CC4CCCCC4)C3=O)[C@H]2C1=O
 : 8%, 8%
N#CC(=Cc1ccnc2ccccc12)c1ccccc1
 : 4%, -17%
O=C(Nc1cnns1)Oc1ccccc1
 : 2%, 2%
C[C@H]1CN([C@@H](C)CO)C(=O)CCCn2nncc2CO[C@H]1CN(C)S(=O)(=O)c1cccc(F)c1
 : -6%, -6%
Cc1ccc(S(=O)(=O)NCc2ccccc2)cc1C(=O)N1CCN(S(=O)(=O)c2ccccc2F)CC1
 : -22%, -29%
CC(Sc1nc(N)cc(=O)[nH]1)C(=O)Nc1ccc(N2CCOCC2)cc1 (stereo not given)
 : -5%, 4%

# The last two entries of the part above come first, to join the parts.
# Screens in order – BRCA1 expr up, Integrin act MD
Cc1ccc(S(=O)(=O)NCc2ccccc2)cc1C(=O)N1CCN(S(=O)(=O)c2ccccc2F)CC1
 : -22%, -29%
CC(Sc1nc(N)cc(=O)[nH]1)C(=O)Nc1ccc(N2CCOCC2)cc1 (stereo not given)
 : -5%, 4%
O=C1[C@H]2[C@@H](c3ccc(C(F)(F)F)cc3)N[C@]3(CCCN(Cc4ccc(Cl)cc4)C3=O)[C@H]2C(=O)N1Cc1ccccc1
 : -9%, -56%[inhibitor]
CCN(C(=O)c1c([N+](=O)[O-])cnn1C)c1ccccc1
 : 1%, -3%
COc1ccc(N2CCN(CC(=O)Nc3ccccc3C(=O)NC(C)c3ccccc3)CC2)cc1 (stereo not given)
 : -15%, 16%
C[C@H]1CN([C@@H](C)CO)C(=O)CCCn2nncc2CO[C@H]1CN(C)C(=O)c1ccncc1
 : 0%, -4%
CCN1C(=O)[C@H]2[C@@H](c3ccc(OC)cc3)N[C@]3(CCCN(Cc4ccco4)C3=O)[C@H]2C1=O
 : 0%, 5%
C[C@@H]1CN([C@@H](C)CO)C(=O)c2cc(Br)cnc2O[C@H]1CN(C)C(=O)Nc1ccccc1
 : 7%, -5%
O=C(O)c1ccccc1-c1ccccc1C(=O)Nc1ccc2c(c1)C(O)c1ccccc1-2 (stereo not given)
 : 4%, -7%
C[C@@H]1CN([C@H](C)CO)C(=O)CCCn2nncc2CO[C@@H]1CN(C)C(=O)Nc1ccc(N2CCN(C)CC2)cc1
 : 16%, 28%
COCC(=O)Nc1ccc2c(c1)[C@@H]1C[C@H](CC(=O)OC)O[C@@H](CO)[C@@H]1O2
 : 6%, 3%
CC(C)NC(=O)N(C)C[C@H]1OCCCC[C@H](C)Oc2ccc(NC(=O)NC3CCCCC3)cc2C(=O)N([C@H](C)CO)C[C@@H]1C
 : -21%, -18%
Cc1ccc([C@H]2C[C@H](n3cc(COC(=O)c4ccccc4)nn3)[C@@H](O)CN2C(=O)C2CCCCC2)cc1
 : 0%, 10%
COCC(=O)N(C)C[C@H]1Oc2cc(C#Cc3cccnc3)ccc2S(=O)(=O)N([C@H](C)CO)C[C@H]1C
 : -7%, 6%
NC(=O)NN=C1CCN2CCCc3cccc1c32
 : 0%, 6%
O=C(NCc1cccnc1)c1cc(C(=O)NCc2cccnc2)cc([N+](=O)[O-])c1
 : 1%, -13%
COCCCN1C(=O)C(CC(=O)NC(c2ccccc2)c2ccccc2)CC(C(=O)N2CCOCC2)=C1C (stereo not given)
 : 2%, -18%
CCCn1c(N)c(C(=O)CSc2nnc(Cc3cccs3)n2C2CC2)c(=O)[nH]c1=O
 : 0%, -1%
COC(=O)Cn1ccnc1[N+](=O)[O-]
 : 2%, 17%
CN(C)CCN(C)C1CN(Cc2ccc([N+](=O)[O-])cc2)S(=O)(=O)C1 (stereo not given)
 : 8%, -4%
COc1ccc(Cl)cc1NC(=O)C1CC(c2ccccc2Cl)=NO1 (stereo not given)
 : -17%, -8%
Nc1nc(N2CCCCC2)c2ncn(C3OC(CO)C(O)C3O)c2n1 (stereo not given)
 : 11%, 6%
Cc1cn([C@H]2C[C@H](O)[C@@H](CNC(=O)[C@@H]3C[C@H](F)CN3)O2)c(=O)[nH]c1=O
 : 8%, 1%
CC(NC(=O)C(=O)c1cn(CC(=O)N2CCCC2)c2ccccc12)c1ccccc1 (stereo not given)
 : -3%, -23%

# 4 of the compounds above, bar-delimited:
Structure | BRCA1 expr up | Integrin act MD
CCCCN1C(=O)C(CC(=O)NC2CCCCC2)CC(C(=O)N(C(C)C)C(C)C)=C1C (stereo not given) | 20% | -20%
COc1cccc(CN(C)CCCn2cnc3c(OC)ncnc32)c1 | -3% | 1%
NC(=O)NN=C1CCN2CCCc3cccc1c32 | 0% | 6%
Cc1ccc(S(=O)(=O)NCc2ccccc2)cc1C(=O)N1CCN(S(=O)(=O)c2ccccc2F)CC1 | -22% | -29%
